GPR151 ag: activators of human GPR151, primary screen, cell-based, PathHunter beta-arrestin, luminescence. PathHunter beta-arrestin GPR151 cells. 650,000 tested, 1% active. activation, % at 11.2 µM. AID 1508602, 2020; in the data active means activation above about 4.9%;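 further: 0% = median of compound wells and 100% = cells with positive control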
Target sequence (Q8TDV0 whole entry, looked up): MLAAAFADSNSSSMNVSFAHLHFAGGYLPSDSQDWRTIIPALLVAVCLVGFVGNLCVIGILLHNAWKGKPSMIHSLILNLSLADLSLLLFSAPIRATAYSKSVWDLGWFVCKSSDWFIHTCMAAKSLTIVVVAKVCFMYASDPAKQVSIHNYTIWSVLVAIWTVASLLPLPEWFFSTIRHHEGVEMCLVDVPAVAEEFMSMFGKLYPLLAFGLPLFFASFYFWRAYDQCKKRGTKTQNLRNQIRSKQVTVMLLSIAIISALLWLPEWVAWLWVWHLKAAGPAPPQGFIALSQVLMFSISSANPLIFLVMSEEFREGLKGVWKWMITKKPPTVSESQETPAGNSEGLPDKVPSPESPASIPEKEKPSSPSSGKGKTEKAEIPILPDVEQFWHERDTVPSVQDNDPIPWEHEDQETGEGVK
FBW7 act: FBW7 E3 ligase activators, primary screen, biochemical, AlphaScreen, human; AID 1259310, 2017; AlphaScreen FBW7–phospho-cyclin E peptide binding, activator screen; normalized activity (activation), % at 26.1 µM; F-box/WD repeat-containing protein 7 (Homo sapiens), Q969H0; 650,000 tested, 0.13% active; in the data active means normalized activity above about 1.9%;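 further: purified mutant Fbw7 with reduced substrate affinity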
TEAD-YAP block: TEAD-YAP interaction inhibition, primary screen, TEAD-YAP interaction inhibitor project, luminescence, HEK-TIYL cells. TEAD-Gal4/YAP UAS-luciferase luminescence. inhibition, % at 9.12 µM. 640,000 tested, 1.4% active; in the data active means inhibition above about 32%;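 further: 0% = median of test compound wells and 100% = reference inhibitor wells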
MITF inh: MITF inhibitors, primary screen, biochemical, AlphaScreen, human. Microphthalmia-associated transcription factor (Homo sapiens), O75030. AlphaScreen MITF homodimerization, bead proximity signal. inhibition, % at 2.6 µM. 650,000 tested, 0.91% active. AID 1259374, 2018; in the data active means inhibition above about 50%;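 further: 0% = vehicle wells with protein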
Target sequence (O75030 whole entry, looked up): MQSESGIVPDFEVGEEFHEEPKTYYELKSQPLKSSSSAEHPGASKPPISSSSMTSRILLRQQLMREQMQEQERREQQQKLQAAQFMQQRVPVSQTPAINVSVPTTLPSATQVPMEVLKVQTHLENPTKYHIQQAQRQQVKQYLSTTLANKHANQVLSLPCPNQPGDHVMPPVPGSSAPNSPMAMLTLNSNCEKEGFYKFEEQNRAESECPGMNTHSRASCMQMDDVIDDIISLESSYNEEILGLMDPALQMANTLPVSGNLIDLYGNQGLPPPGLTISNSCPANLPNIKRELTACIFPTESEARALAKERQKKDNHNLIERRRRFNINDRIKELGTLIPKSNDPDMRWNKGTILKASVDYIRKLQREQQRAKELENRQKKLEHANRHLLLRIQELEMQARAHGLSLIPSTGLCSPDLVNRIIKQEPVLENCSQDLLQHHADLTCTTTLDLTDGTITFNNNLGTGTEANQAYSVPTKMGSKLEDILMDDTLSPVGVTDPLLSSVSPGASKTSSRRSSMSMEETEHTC
Active calls of the source: *; · = not tested or not shown; & = joins results of further samples.

Compound	GPR151 ag	MITF inh	FBW7 act	TEAD-YAP block
COc1cccc2c(SCC(=O)Nc3cc(C)on3)nccc12	-0.6	4	0.1	6
CN(CCCNC(=O)Cn1c(=O)oc2ccccc21)Cc1ccccc1	0.6	2	0.0	14
CCOc1cccc(C2CC(c3ccc(OC)cc3)=NC(c3ccc(F)c(Br)c3)N2)c1O (centres undefined)	2.5	-5	0.0	-33
Cc1ccccc1N=Nc1ccc(NC(=O)c2snnc2C)c(C)c1	1.0	7	-0.1	-4
CC(C)(C)c1ccc(C(=O)NCCC(=O)NCCN2CCOCC2)cc1	1.0	5	0.0	-7
COC(=O)/C(=C/c1ccc(C)o1)NC(=O)c1ccccc1	0.4	-8	0.0	-16
COC(=O)c1ccc(C(=O)OC)c(NC(=S)N(C)CCC#N)c1	1.7	8	-0.1	-1
COc1ccc2nc(-c3ccc(C)c(NS(=O)(=O)c4ccc(OC)c(F)c4)c3)cn2n1	0.4	-10	0.2	-14
CN1CCN(c2ccc(-c3nc(NCCN4CCOCC4)c4ncn(CCN5CCCC5=O)c4n3)cc2)CC1	-3.2	13	0.3	-7
COc1ccc(CC(=O)NCc2ccccc2)cc1OC	-1.5	6	0.1	4
CCOC(=O)C1=NN(c2ccc(C)cc2)C2C(=O)N(c3ccccc3OC)C(=O)C12 (centres undefined)	-0.7	-10	-0.1	-7
Cc1ccc(-c2nn3c(Cn4cnc5ccccc54)nnc3s2)cc1C	0.9	3	0.0	-1
CCOC(=O)N1CCN(CC(O)COc2ccc(C(=O)CC)cc2)CC1 (centres undefined)	-0.2	-2	0.2	7
COc1ccccc1/C=N/NC(=O)c1nnn(-c2nonc2N)c1CN1CCC(C)CC1	-0.3	10	0.1	6
CCOC(=O)c1cc2c(=O)n3ccccc3nc2n(CCCOC)c1=NC(=O)c1ccc(Cl)cc1	-0.5	2	0.4	4
CCn1c(SCC(=O)Nc2ccc(OC)cc2)nnc1-c1ccc2[nH]c(C)c(C)c2c1	1.3	24	0.0	1
CC(=O)Nc1ccc(OCC(O)CN2CCCCC2C)cc1 (centres undefined)	-1.3	-4	0.2	5
O=C(c1cc2nc(-c3ccc([N+](=O)[O-])cc3)cc(C(F)(F)F)n2n1)N1CCCc2ccccc21	0.8	-5	0.1	5
CC(C)CCSc1ccc(C(=O)O)cc1[N+](=O)[O-]	3.5	-5	0.2	22
Cc1ccc(-c2c(NCc3ccc(F)cc3)c(=O)c2=O)cc1	2.8	0	-0.1	-2
O=C(O)c1cc(-c2ccccc2O)on1	0.7	4	-0.3	5
CCC(C)c1ccccc1OCC(=O)Nc1ccc(S(=O)(=O)NC(C)C)cc1 (centres undefined)	0.6	-5	0.9	-4
CCC(=O)N1c2ccccc2-c2nnc(SC)nc2OC1c1ccc(C)cc1 (centres undefined)	0.2	1	-0.1	9
CCc1ccc2oc(-c3ccc(NC(=S)NC(=O)c4oc5ccccc5c4C)cc3)nc2c1	0.7	-12	0.2	-4
COc1ccc([N+](=O)[O-])cc1NS(=O)(=O)c1cccc(C(=O)OC(C)C(N)=O)c1 (centres undefined)	-0.5	-1	0.3	4

Next part
Compound	GPR151 ag	MITF inh	FBW7 act	TEAD-YAP block
CCOC(=O)C1Cc2ccccc2CN1S(=O)(=O)c1ccc(Cl)cc1 (centres undefined)	0.4	-5	0.0	3
CN1CCN(c2nccn3c(-c4ccc(OC(F)(F)F)cc4)cnc23)CC1	-0.6	-6	0.0	1
CCc1nc2c(cnn2-c2ccccc2)c(=O)[nH]1	-0.3	17	0.5	9
CC(C)Oc1ccc(CN2CCC(n3nccc3NC(=O)C3CC3)CC2)cc1	0.1	-2	-0.2	-4
CC(C)COC(=O)N1CCCC1C(=O)Nc1ccccc1 (centres undefined)	-0.9	7	0.1	8
COc1ccc(CC(=O)Nc2sc3c(c2C(=O)Nc2ccc(Cl)cc2)CCCCC3)cc1	-1.2	-10	-0.1	7
C=CCSc1[nH]c(=O)cc(C)c1C(N)=O	-1.7	-7	-0.1	0
CC(=O)N1CC(C)Oc2cc(S(=O)(=O)N3CCC(N4CCCCC4)CC3)ccc21 (centres undefined)	-0.6	8	0.1	14
CCCCc1ccc(C2=N/C(=C\c3ccccc3OCC)C(=O)O2)cc1	1.9	-7	0.0	0
O=C(CCCn1c2ccccc2c(=O)c2ccccc21)Nc1ccccc1F	1.2	2	1.0	0
Cc1cc(C)c(S(=O)(=O)Nc2ccc(CC#N)cc2)c(C)c1	-1.3	0	-0.2	9
O=C(OCC(=O)c1ccc(Cl)s1)c1cncc(Br)c1	0.6	9	0.5	7
COc1ccc2ccc(OC)c(/C=C3/SC(=S)N(CC(=O)O)C3=O)c2c1	3.3	-8	-0.3	-6
Cc1cc(C)c2nc(N3CCC(C(=O)N4CCCCC4)CC3)sc2c1	-0.8	7	0.0	-1
COc1ccc(S(=O)(=O)N(CC(=O)NC(C)C)c2ccc(Cl)cc2)cc1	-0.7	11	0.2	14
CC(C)(C)N(Cc1ccc([N+](=O)[O-])cc1)C(=O)c1ccc([N+](=O)[O-])cc1	0.6	4	0.0	-7
O=C1CC(n2nc(-c3cccc(F)c3)n(-c3ccccc3)c2=S)C2COC1O2 (centres undefined)	-1.0	5	0.0	-4
C=CCNC(=O)c1cc2c(=O)n3cc(C)ccc3nc2n(CCCN2CCOCC2)c1=N	1.4	13	-0.4	2
CCCCNC(=O)CSc1nnc(NC(C)=O)s1	6.4*	-3	0.1	4
C=CCn1c(NC(=O)CC)nc2ccccc21	0.9	1	0.2	3
COc1ccc(NC(=O)CSc2nc3ccccc3c(=O)n2CCC(=O)N2CCN(c3ccccc3)CC2)c(OC)c1	1.2	4	-0.1	6
Cc1nc(SCC(=O)Nc2ncccn2)n[nH]1	-1.7	-6	0.0	-8
O=C(Nn1cnnc1)c1ccc(OCc2ccccc2)cc1	-1.4	-2	0.0	8
CCC1CCCCN1C(=O)CCCOc1ccccc1 (centres undefined)	0.5	6	0.0	-7
CSc1ccccc1C(=O)Nc1ccc2c(c1)N(C(C)=O)c1ccccc1CC2	1.5	5	0.0	-1

Some entries already given, reduced to GPR151 ag and FBW7 act.
Molecule,GPR151 ag,FBW7 act
O=C1CC(n2nc(-c3cccc(F)c3)n(-c3ccccc3)c2=S)C2COC1O2 (centres undefined),-1.0,0.0
C=CCNC(=O)c1cc2c(=O)n3cc(C)ccc3nc2n(CCCN2CCOCC2)c1=N,1.4,-0.4
CCCCNC(=O)CSc1nnc(NC(C)=O)s1,6.4*,0.1
C=CCn1c(NC(=O)CC)nc2ccccc21,0.9,0.2
COc1ccc(NC(=O)CSc2nc3ccccc3c(=O)n2CCC(=O)N2CCN(c3ccccc3)CC2)c(OC)c1,1.2,-0.1
Cc1nc(SCC(=O)Nc2ncccn2)n[nH]1,-1.7,0.0

(continued)
Compound	GPR151 ag	MITF inh	FBW7 act	TEAD-YAP block
O=C(O)c1ccc(-c2ccccc2F)o1	-1.4	14	0.1	-9
O=C(NCc1cccnc1)C(=O)Nc1nc(C23CC4CC(CC(C4)C2)C3)cs1	4.9	6	0.0	6
CC(=O)Nc1cccc(NC(=O)c2sc3cc([N+](=O)[O-])ccc3c2Cl)c1	-0.2	14	0.2	-12
O=C(CN1CCSCC1)N/N=C/c1ccsc1	0.2	24	0.0	0
CC(C)[C@H]1NC(=O)[C@@H]2C[C@H](NCc3cccc(F)c3)CN2C1=O	0.3	12	-0.1	8
c1cncc(CNc2nc(Nc3ccc4c(c3)OCO4)c3ncn(-c4ccsc4)c3n2)c1	-1.0	7	-0.3	12
CCOC(=O)c1nc(Nc2cccc(O)c2)c2ccccc2n1	-1.2	23	0.2	-7
CCN(CC)S(=O)(=O)c1ccc(C(=O)N=c2sc3cccc(OC)c3n2C)cc1	0.1&2.1	-7&0	0.1&0.1	-5&6
CCOC(=O)CCN1C(=O)[C@H]2[C@H]3[C@H](O)[C@H](O)C/C(=N\NC(=O)OCC)[C@H]3CC[C@H]2C1=O	-0.4	5	-0.2	·
CCOc1ccccc1-n1c(SCC(=O)c2cccc([N+](=O)[O-])c2)nc2[nH]ncc2c1=O	-0.2	10	0.0	-1
CN1C(=O)C(O)(CC(=O)c2cccs2)c2ccccc21 (centres undefined)	0.8	0	0.0	3
O=C(c1cc(C(=O)N2CCOCC2)cc([N+](=O)[O-])c1)N1CCOCC1	-0.9	7	-0.1	0
Cc1ccccc1Cn1c(=O)c2c(nc3n2CCCN3C2CCCCC2)n(C)c1=O	-0.5	8	0.1	-2
COC(=O)COc1ccc(C=C2C(=O)N(C)C(=S)N(C)C2=O)cc1	-0.2	18	0.4	0
COc1cc(C)c(S(=O)(=O)Nc2cccnc2)cc1C(C)C	0.9	3	-0.1	4
COc1ccc(Cn2c(=O)[nH]n(-c3ccccc3)c2=O)cc1F	3.5	-4	0.0	4
O=C(c1ccco1)N(Cc1cccnc1)c1nc2ccc(Cl)cc2s1	1.1	-6	0.5	-22
CCN(CC)c1ccc2cc(-c3nnc(Nc4cc(OC)ccc4OC)s3)c(=O)oc2c1	-1.0	12	0.6	5
Oc1ccc(-c2nc(-c3ccccc3Cl)no2)cc1	-9.5	-1	0.0	65*
Cc1sc2nc(C(C)C)n(C3CCN(C(=O)c4cccnc4)CC3)c(=O)c2c1C	-0.1	-6	0.1	-4
CC(=O)Nc1ccc(Nc2nc(-c3cccc(NC(C)=O)c3)cs2)cc1	-0.1	-6	0.0	-20
O=C(Cn1nnc(-c2ccccc2NC(=O)c2ccc(F)cc2)n1)NC1CCCCC1	-0.5	-6	0.0	-3
COC(CNC(=O)c1cc(S(=O)(=O)N2CC(C)CC(C)C2)ccc1Sc1cccc(Cl)c1)OC (centres undefined)	-0.9	6	0.2	-7
CCN(CC)Cc1c(O)ccc2c([N+](=O)[O-])c(C)n(-c3ccc(OC)cc3)c12	-0.5	-7	0.0	37*
CC(C)OC(=O)COc1cc2oc(=O)c3c(c2cc1Cl)CCC3	-0.7	-11	0.1	-4

Compounds listed so far that have a cyano group (two):
Compound	GPR151 ag	MITF inh	FBW7 act	TEAD-YAP block
COC(=O)c1ccc(C(=O)OC)c(NC(=S)N(C)CCC#N)c1	1.7	8	-0.1	-1
Cc1cc(C)c(S(=O)(=O)Nc2ccc(CC#N)cc2)c(C)c1	-1.3	0	-0.2	9

(next part)
Compound	GPR151 ag	MITF inh	FBW7 act	TEAD-YAP block
Cc1ccc(S(=O)(=O)N(C)CC(=O)N2CCCc3ccccc32)cc1	-0.8	-3	0.1	4
Cc1ccc2nc(SCc3cn4c(C)cccc4n3)[nH]c2c1	0.7	-5	-0.3	-24
COc1ccc(OC)c(S(=O)(=O)Nc2c(C)n(C)n(-c3ccccc3)c2=O)c1	-0.9	-11	-0.1	1
Cc1onc(-c2ccccc2)c1C(=O)NCCCN(C)C	-1.2	1	0.7	7
COc1ccc(-c2cc(NCc3ccccc3)ncn2)cc1	-1.2	2	0.0	-74
C=CCSc1nc2sc3c(c2c(=O)n1CCc1ccccc1)CCC3	-1.0	7	0.0	4
CC1=C(C#N)C(=O)N(C)C(=O)/C1=C\c1ccc(-c2cccc([N+](=O)[O-])c2)o1	0.0	0	-0.3	-3
COc1ccc(C(=O)N/C(=C\c2ccc3c(c2)OCO3)C(=O)NCCO)cc1	-1.2	17	0.1	1
COc1ccc(NC(=O)c2oc(=O)c3ccccc3c2-c2ccccc2)cc1Cl	0.5	14	0.1	-6
COc1cc(/C=N/NC(=O)COc2ccccc2)c([N+](=O)[O-])cc1OC	-1.3	17	0.1	-2
CCC(Oc1ccccc1)C(=O)Nc1ncccn1 (centres undefined)	-1.0	-11	-0.1	0
CN(C)c1cccc(Nc2cc(NCc3nc4ccccc4[nH]3)ncn2)c1	-0.2	-1	-0.1	-6
O=C(N/N=C/c1ccccc1Cl)C1CC1	0.0	-13	0.0	4
CCOC(=O)c1oc2ccccc2c1Cn1cc(C(F)(F)F)cc(Cl)c1=O	0.1	8	0.0	-1
CCOC(=O)c1c(NC(=O)c2nn3c(c2Br)NC(c2cccs2)CC3C(F)(F)F)sc2c1CCC(C(C)(C)C)C2 (centres undefined)	0.3	19	0.1	4
O=C(N/N=C/c1cccc(Br)c1)c1ccccc1[N+](=O)[O-]	0.1	4	0.1	2
O=C(O)c1cccc(Nc2cc3ccccc3c(=O)[nH]2)c1	-1.2	18	0.4	-1
O=C1C2C3C=CC(CC3)C2C(=O)N1c1ccc(Cl)c(C(F)(F)F)c1 (centres undefined)	-0.7	15	0.1	9
O=[N+]([O-])c1cccc(S(=O)(=O)NCc2ccco2)c1	2.8	11	0.0	13

In the list so far, these have a tert-butyl group.
Compound	GPR151 ag	MITF inh	FBW7 act	TEAD-YAP block
CC(C)(C)c1ccc(C(=O)NCCC(=O)NCCN2CCOCC2)cc1	1.0	5	0.0	-7
CC(C)(C)N(Cc1ccc([N+](=O)[O-])cc1)C(=O)c1ccc([N+](=O)[O-])cc1	0.6	4	0.0	-7
CCOC(=O)c1c(NC(=O)c2nn3c(c2Br)NC(c2cccs2)CC3C(F)(F)F)sc2c1CCC(C(C)(C)C)C2 (centres undefined)	0.3	19	0.1	4

High-throughput results as filed in PubChem.

Random draw from the library. About 3.4% of those tested had a hit in this group.
